Screens from PubChem BioAssay.
MBNL1 CUG block: qHTS Assay for Inhibitors of MBNL1-poly(CUG) RNA binding | 0.036% of 280,000 active | Potency, µM (highest dose often 57.5 µM), for the others: at the highest dose activity change, negative = inhibition, most hits filed as inhibitors | TR-FRET MBNL1-His/biotin-(CUG)12 binding, 665/545 ratio | Muscleblind-like protein 1 (Homo sapiens), Q9NR56; active = well fitted inhibition curve with a large enough effect in the signal ratio, with a control signal flat, not every such curve was filed as active; inconclusive = small, poorly fitted or top-dose-only effect, or effect the other way, or a change in a side signal; inactive = no such curve, though single readings can be large or run the other way; the % refers to the signal ratio; note: % is set by controls: 0 for no effect and ±100 for the full control effect
Target sequence (Q9NR56 whole entry, looked up): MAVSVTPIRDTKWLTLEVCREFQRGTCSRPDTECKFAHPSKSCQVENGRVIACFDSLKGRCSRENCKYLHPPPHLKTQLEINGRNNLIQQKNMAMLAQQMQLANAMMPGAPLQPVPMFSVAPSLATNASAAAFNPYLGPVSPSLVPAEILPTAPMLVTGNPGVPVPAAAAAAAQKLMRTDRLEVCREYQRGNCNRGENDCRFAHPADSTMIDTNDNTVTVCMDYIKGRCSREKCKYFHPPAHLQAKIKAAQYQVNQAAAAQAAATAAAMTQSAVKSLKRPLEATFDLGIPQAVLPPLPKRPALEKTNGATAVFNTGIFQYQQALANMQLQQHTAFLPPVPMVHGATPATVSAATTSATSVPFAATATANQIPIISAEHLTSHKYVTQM
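Compound titration spanned 92 nM–58 uM against the MBNL1-His/biotin-(CUG)12 complex. After 60 min at room temperature with 5 nM streptavidin-XL665 and 0.055 ng/ul terbium anti-His, ratiometric 665/545 nm emission (Ex 340 nm) normalized to controls.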
RORg inh: qHTS for inhibitors of ROR gamma transcriptional activity; 5.4% of 310,000 active; Drosophila S2 Gal4-RORgamma UAS-luciferase reporter, 20 h; Potency, µM (series often up to 53.6 µM), without a hit: top-dose activity change, negative = inhibition, actives largely listed as inhibitors; Nuclear receptor ROR-gamma (Mus musculus), P51450; AID 2551, 2010; note: % is set by controls: 0 for no effect and ±100 for the full control effect; nearly all actives have a fitted effect of over 60% in size
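Drosophila Schneider cells stably carrying a metallothionein-driven Gal4 DBD–ROR gamma fusion and a UAS-Photinus luciferase reporter were exposed to compound for 1 hr, then induced with copper sulfate (700 uM final) for 20 hr at ambient temperature before luminescence reading.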
NPC1 promoter act: qHTS Assay for NPC1 Promoter Activators | Huh7 NPC1 promoter luciferase reporter, 24 h | Potency, µM (series often up to 9.22 µM), for inactives: at the highest dose activation, most hits filed as activators | 2.4% of 320,000 active;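 note: % of control where 0% means no effect; nearly all actives have a fitted effect of over 60% in size; reporter is driven by a mutant NPC1 promoter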
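Cells: Huh7 expressing luciferase under the NPC1 promoter, 1500/well. Seeded 2 h, compound added, incubated 24 h at 37 °C. Luciferase reagent, 10 min ambient, then luminescence.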
ELG1 genotoxic: qHTS screen for small molecules that induce genotoxicity in human embryonic kidney (HEK293T) cells expressing luciferase-tagged ELG1; HEK293T ELG1-luciferase reporter, luminescence, 16 h; Potency, µM (highest dose often 46 µM), for inactives: top-dose activity change, positive = activation, usual class: activators; 1.3% of 330,000 active; AID 504466, 2011; note: % of control where 0% means no effect; nearly all actives have a fitted effect of over 60% in size
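16 hr compound incubation (37 °C, 5% CO2) of HEK293T cells carrying luciferase-tagged ELG1; luciferase then measured by ONE-Glo luminescence after 30 min at RT.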
Rab9 prom act: qHTS Assay for Rab9 Promoter Activators; Huh7 Rab9 promoter-luciferase reporter, luminescence, 24 h; Potency, µM (titrated, usually from 9.22 µM), for inactives: at the highest dose activation, negative = inhibition, hits mostly activators; 2.8% of 320,000 active; AID 485297, 2010; note: % of control where 0% means no effect; nearly all actives have a fitted effect of over 60% in size
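Promoter activation is measured as luciferase luminescence in Huh7 cells stably transfected with a Rab9 promoter–luciferase construct, following 24 h compound exposure at 37 °C and 10 min reagent incubation at ambient temperature.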
FLuc counter: qHTS profiling assay for firefly luciferase inhibitor/activator using purifed enzyme and Km concentrations of substrates (counterscreen for miR-21 project); Luciferin 4-monooxygenase (Photinus pyralis), P08659; purified FLuc, Km substrates, luminescence inhibition; Potency, µM (series often up to 57.5 µM), without a hit: top-dose activity change, negative = inhibition, most hits filed as inhibitors; 6.9% of 360,000 active; AID 588342, 2011;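 note: plate controls were vehicle for no effect and reference inhibitor for full effect; nearly all actives have a fitted effect of over 55% in size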
Target sequence (P08659 whole entry, looked up): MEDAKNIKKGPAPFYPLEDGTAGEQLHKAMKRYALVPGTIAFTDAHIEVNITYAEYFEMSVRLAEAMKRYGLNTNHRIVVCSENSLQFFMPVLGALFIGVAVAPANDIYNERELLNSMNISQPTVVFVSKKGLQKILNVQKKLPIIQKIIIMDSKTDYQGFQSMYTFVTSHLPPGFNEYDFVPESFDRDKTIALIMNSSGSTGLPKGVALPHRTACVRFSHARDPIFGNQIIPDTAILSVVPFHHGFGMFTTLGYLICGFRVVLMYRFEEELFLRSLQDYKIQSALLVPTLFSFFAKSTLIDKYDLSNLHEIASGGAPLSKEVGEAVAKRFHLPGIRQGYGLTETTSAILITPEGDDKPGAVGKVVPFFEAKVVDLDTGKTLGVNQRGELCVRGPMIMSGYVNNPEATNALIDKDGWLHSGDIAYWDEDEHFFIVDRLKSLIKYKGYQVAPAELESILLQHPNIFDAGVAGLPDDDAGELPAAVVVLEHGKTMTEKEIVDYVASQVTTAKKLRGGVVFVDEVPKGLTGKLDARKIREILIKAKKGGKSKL
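Purified P. pyralis luciferase (10nM final) with 10uM D-luciferin and 10uM ATP (Km levels) in 50mM Tris acetate pH 7.5, 10mM Mg acetate, 0.01% Tween-20, 0.05% BSA; qHTS 6-point titration, ~60 µM downward; luminescence read.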
uPA generation: qHTS for Inhibitors of Cell Surface uPA Generation. Potency, µM (titrated, usually from 38.3 µM), for inactives: at the top dose activity change, negative = inhibition, usual class: inhibitors. 0.31% of 330,000 active. cell surface uPA generation assay, qHTS; active = well fitted inhibition curve with a large enough effect; inconclusive = small, poorly fitted or top-dose-only effect; inactive = no such curve, though single readings can be large or run the other way; tested in mouse RAW 264.7 cells; note: % is set by controls: 0 for no effect and ±100 for the full control effect; nearly all actives have a fitted effect of over 55% in size
p53 reactivator: qHTS assay for re-activators of p53 using a Luc reporter | H1299 p53-A138V BP100-luciferase reporter, luminescence, 24 h | Potency, µM (series often up to 92.2 µM), for the others: top-dose activity change, positive = activation, actives largely listed as activators | 0.063% of 320,000 active; note: % of control where 0% means no effect; nearly all actives have a fitted effect of over 45% in size
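p53-null H1299 cells stably carrying temperature-sensitive p53-A138V and a BP100-luciferase reporter were pinned with compounds (4-point, 1:5 series) and held 24 hrs at 37 deg C. Luminescence was read 10 min after detection reagent.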
BRCA1 expr act: qHTS Assay to Identify Small Molecule Activators of BRCA1 Expression | MCF7-BRCA1-FFLuc reporter, luminescence, 48 h; response scale: scaled: vehicle 0%, 10 µM genistein 100% | Potency, µM (top dose mostly 46.1 µM), for inactives: at the top dose activation, actives largely listed as activators | 1.1% of 380,000 active; note: nearly all actives have a fitted effect of over 80% in size; some results filed as inactive show a strong effect at the top dose
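First, MCF7-BRCA1-FFLuc cells (2000/well) attach for 2 h; next, compounds are pin-added and incubated 48 h at 37 °C; finally, luciferase reagent is added and luminescence read after 15 min.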
Gal4-VP16 FLuc: VP16 counterscreen qHTS for inhibitors of ROR gamma transcriptional activity; Drosophila S2 Gal4-VP16 UAS-luciferase, luminescence, 20 h; Potency, µM (doses to about 53.6 µM), inactives show at the highest dose activity, negative = inhibition, hits mostly inhibitors; 3.5% of 310,000 active; AID 2546, 2010;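 note: Gal4-VP16 expression switched on by copper sulfate through the metallothionein promoter; % is set by controls: 0 for no effect and ±100 for the full control effect; nearly all actives have a fitted effect of over 50% in size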
Starred values were filed as active, the others as inactive; ? = inconclusive; · = no result given; & = joins results of further samples; [ ] = remark or other dose. Unless noted, calls come from the whole dose curve; as a rule, active = well fitted curve in the direction sought with a large enough effect; inconclusive = small, poorly fitted or top-dose-only effect, or another doubt; inactive = no such curve, though single readings can be large; an effect the other way counts as inactive or inconclusive. Potency is the fitted concentration of half-maximal effect. Rows are unselected. Share with any hit: about 13%.

SMILES	MBNL1 CUG block	RORg inh	NPC1 promoter act	ELG1 genotoxic	Rab9 prom act	FLuc counter	uPA generation	p53 reactivator	BRCA1 expr act	Gal4-VP16 FLuc
Clc1cccc(CN2CCCCCC2)c1	-3%	-5%	2%	-2%	-3%	-2%	3%	·	-4%	2%
O=C(Cc1ccccc1[N+](=O)[O-])NC1CC1	3%	13%	-2%	0%	2%	6%	-2%	-1%	0%	-19%
CN1C(=O)C(CC(=O)NCC2CCCCC2)SC1=Nc1ccccc1 (stereo not given)	-3%	-13%	-4%	-4%	-7%	-3%	7%	-5%	-17%	0%
COc1ccccc1-c1nnc(NC(=O)c2ccc(S(=O)(=O)N(C)Cc3ccccc3)cc2)o1	?	0.32µM*	-17%	-7%	-17%	9%	-3%	-1%	-85%	0.0028µM*
CCC1=Nc2ccccc2-c2nnc(SC)nc2O1	?	0%	-5%	-8%	3%	-2%	0%	2%	-35%	-5%
COc1ccc(C)cc1S(=O)(=O)N1CC(C)OC(C)C1 (stereo not given)	-4%	10%	2%	1%	14%	?	-1%	4%	15%	-26%
COCCCNC(=O)CN1C(=O)COc2ccc(S(=O)(=O)N3CCCCCC3)cc21	4%	-2%	-1%	0%	-9%	-1%&0%	-14%	-1%	1%&0%	-1%
COc1ccc(C(CCN2CCN(c3ccccc3)CC2)c2c(O)cc(OC)cc2OC)cc1 (stereo not given)	-1%	0%&-6%	2%	-3%	-7%	1%	-8%	1%	-14%	-1%&2%
CCCCNc1nc2c(c(=O)n(C)c(=O)n2C)n1Cc1cccc(OC)c1	0%	?	-18%	0%	-21%	3%	-12%	-5%	-73%[inhibitor]	4.5µM*
O=C(NCc1ccccc1)c1nc2c(nnn2Cc2cccc(Cl)c2)c(=O)[nH]1	17%	22%	0%	2%	-8%	-10%	5%	-10%	3%	24%
O=C(Nc1ccc(N2CCOCC2)cc1N1CCOCC1)c1ccc(Br)cc1	1%	-3%	2%	-16%	0%	3%	-7%	1%	7%	-2%
O=C(CCSc1nc(-c2ccco2)cc(C(F)(F)F)n1)NCc1cccs1	?	-22%	-6%	-2%	-9%	2%	18%	-9%	-36%	-5%
Clc1ccccc1CN1CCN(CCCc2ccccc2)CC1	-19%	-7%	-3%	-2%	-12%	-4%	-6%	12%	-8%	-3%
Cc1ccc(Cn2c(N/N=C/c3ccncc3)nc3c2c(=O)n(C)c(=O)n3C)cc1	?	-44%	0%	18%	-2%	2%	-25%	-2%	-36%	10µM*
O=C(Nc1ccc(F)cc1)N(Cc1nnc2n1CCCCC2)c1ccccc1	0%	0%[10 µM]	1%	0%	1%	0%	-1%	-1%	-7%	-1%
COc1ccccc1CNS(=O)(=O)c1ccc(N2CCCC2)cc1Br	·	·	·	-3%	·	·	-21%	-1%	0%	·
FC(F)(F)C(F)(F)C(F)(F)c1nnc2ccc(N3CCOCC3)nn12	-12%	-21%	-3%	1%	-6%	-1%	1%	-17%	-29%	2%
CCn1cc(CCCC(=O)NCc2cccnc2)c2ccccc21	-4%	8%	-3%	-1%	-1%	2%	-16%	3%	-5%	5%
CC(C)c1nnc(NC(=O)CCC(=O)NC2CCCCCC2)s1	2%	-11%	-5%	6%	0%	2%	0%	-12%	-1%	-2%
Cc1ccc2nc(SC(C)C(=O)NC3CCCC3)[nH]c2c1 (stereo not given)	·	·	·	-5%	·	·	4%	-1%	-25%	·
C=CCNC(=O)/C(C#N)=C/c1ccc2c(c1)OCCO2	·	?	0%	13%	7%	12µM*	5%	22%	-2%	?
O=C(Nc1ccc(F)cc1)Nc1ccc(S(=O)(=O)N2CCCC2)cc1	·	·	-10%	-11%	-13%	?	9%	-1%	-2%	·
Cc1cccc(-n2ncc3c2CCCC3NC(=O)C2=CC(=O)CC(C)(C)O2)c1C (stereo not given)	6%	?	-16%	-6%	-15%	-6%	1%	14%	-15%	?
CCC(=O)Nc1ccc(NC(=S)NC(=O)Cc2ccccc2)cc1	-4%	-2%	-5%	2%	-9%	4%	2%	1%	-21%	-8%
O=C(Nc1ccc(S(=O)(=O)Nc2ccccc2)cc1)C1COc2ccccc2O1 (stereo not given)	-9%	?	-2%	-5%	5%	6%	-23%	13%	-36%	?

3 compounds already listed, sorted by their value in RORg inh, highest first:
SMILES | RORg inh | Rab9 prom act | uPA generation | p53 reactivator | BRCA1 expr act
CCC1=Nc2ccccc2-c2nnc(SC)nc2O1 | 0% | 3% | 0% | 2% | -35%
Clc1cccc(CN2CCCCCC2)c1 | -5% | -3% | 3% | · | -4%
Cc1ccc(Cn2c(N/N=C/c3ccncc3)nc3c2c(=O)n(C)c(=O)n3C)cc1 | -44% | -2% | -25% | -2% | -36%

Profiles, quoted from the list. Screens in order: MBNL1 CUG block, RORg inh, NPC1 promoter act, ELG1 genotoxic, Rab9 prom act, FLuc counter, uPA generation, p53 reactivator, BRCA1 expr act, Gal4-VP16 FLuc
Cc1cccc(-n2ncc3c2CCCC3NC(=O)C2=CC(=O)CC(C)(C)O2)c1C (stereo not given) reads 6%, ?, -16%, -6%, -15%, -6%, 1%, 14%, -15%, ?
COc1ccc(C(CCN2CCN(c3ccccc3)CC2)c2c(O)cc(OC)cc2OC)cc1 (stereo not given) reads -1%, 0%&-6%, 2%, -3%, -7%, 1%, -8%, 1%, -14%, -1%&2%
O=C(Nc1ccc(S(=O)(=O)Nc2ccccc2)cc1)C1COc2ccccc2O1 (stereo not given) reads -9%, ?, -2%, -5%, 5%, 6%, -23%, 13%, -36%, ?
O=C(NCc1ccccc1)c1nc2c(nnn2Cc2cccc(Cl)c2)c(=O)[nH]1 reads 17%, 22%, 0%, 2%, -8%, -10%, 5%, -10%, 3%, 24%

(more compounds)
SMILES	MBNL1 CUG block	RORg inh	NPC1 promoter act	ELG1 genotoxic	Rab9 prom act	FLuc counter	uPA generation	p53 reactivator	BRCA1 expr act	Gal4-VP16 FLuc
O=C(N/N=C/c1ccc([N+](=O)[O-])o1)c1ccncc1	·	?	-1%	-6%	2%	-2%	-6%	-12%	-36%	?
COc1ccc(CN2CCCCCC2)cc1Br	-1%	-16%	3%	-7%	-7%	1%	-7%	9%	-30%	0%
CN1CCN(S(=O)(=O)c2cccc(C(=O)NC3CCCC3)c2)CC1	·	·	0%	-2%	0%	3%	-1%	-6%	-2%	·
COc1ccc(NC2SC(=O)N(C)C2=O)cc1 (stereo not given)	-3%	16%	-4%	5%	1%	-1%	-24%	-1%	24%	4%
CCCCN(Cc1cccs1)S(=O)(=O)c1csc(C(N)=O)c1	-1%	-7%	0%	4%	-2%	6%	2%	-3%	-10%	-5%
O=C(CSc1nc(-c2ccccc2)c(-c2ccccc2)[nH]1)Nc1ccc2c(c1)OCO2	6%	?	0%	13%	-3%	-5%	3%	-3%	-48%	?
CC(=O)N1CCN(c2ccc(NC(=O)c3ccc(OCc4ccccc4)cc3)cc2)CC1	-9%	6%	-2%	?	-13%	1%	6%	15%	-6%	-6%[10 µM]
O=C(C1=C[C@H](c2ccccc2)C[C@H](OCc2ccc(CO)cc2)O1)N1CCOCC1	-10%	1%	5%	-3%	11%	-3%	-4%	-4%	3%	-5%
CCOc1cc(C(C#N)N2CCOCC2)ccc1OC (stereo not given)	10%	-2%	-2%	0%	-2%	6%	3%	-6%	10%	-13%
O=C(NCC1COc2ccccc2O1)c1ccc(NC(=O)C(c2ccccc2)c2ccccc2)cc1 (stereo not given)	·	?	-3%	-9%	-9%	-1%	-18%	-18%	-45%	-1%
Cc1nn(-c2ccccc2)c(N)c1N=Nc1ccccc1	?	-38%	2.8µM*	?	2µM*	6.7µM*	-8%	?	?	-6%
COC(=O)C(C(=O)OC)C(C[N+](=O)[O-])c1ccc(O)c(OC)c1 (stereo not given)	-25%	-8%	5%	-3%	-4%	5%	-6%	16%	-6%	0%
COc1ccc(CN(C(=O)c2cc3ccccc3oc2=O)C2CCCC2)cc1	5%	22%	-1%	-3%	-7%	0%	0%	-14%	-15%	-11%
CCn1c(SCC(=O)N(Cc2ccccc2)C2CCS(=O)(=O)C2)nc2ccccc2c1=O (stereo not given)	-2%	-35%	0%	-3%	-8%	-2%	1%	-14%	-2%	-9%
Cc1ccc(C(=O)NN2CCOCC2)cc1[N+](=O)[O-]	16%	-10%	-2%	-3%	19%	4%	1%	27%	2%	-7%
CCC(=O)c1ccc(OCC(=O)Nc2ccccc2N2CCCCC2)cc1	-4%	-10%	-30%[inhibitor]	-2%	-18%	2%	6%	22%	4%	-1%
CC(C)(C)c1cc[n+](-c2[nH]c(=O)sc2/C=N/N=C(\[O-])c2ccccc2)cc1	?	-9%	0%	3%	-1%	-2%	2%	10%	-2%	-2%
